FXIIa inh 1536: factor XIIa (human) inhibition | P00748 | 0.3% of 220,000 active | purified FXIIa, Boc-QGR-AMC fluorogenic substrate, 2 h | inhibition, % at 5 µM; in the data active = inhibition above about 40%;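 note: 0% = enzyme with no compound and 100% = blank without enzyme; many of its hits are not listed in these tables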
FXIa inh: inhibitors of human coagulation factor XIa; purified FXIa, Boc-Glu-Ala-Arg-AMC fluorogenic substrate; inhibition, % at 5 µM; AID 798; 0.14% of 220,000 active;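 active = inhibition of at least 40%; inactive = inhibition below 40%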;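 note: fluorescence of freed AMC excited at 355 nm; 0% = enzyme without compound and 100% = no enzyme blank; many of its hits are not listed in these tables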
Wee1 degr inh: blocks degradation of human Wee1 kinase; 1.2% of 220,000 active; HeLa Luc-Wee1K328M stability, luciferase luminescence; 100% = proteasome inhibitor MG132 effect; AID 1321; reporter increase, % at 5 µM;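 active = activation above the mean of all tested compounds plus 3 SD, set per screening run, cut at about 8.8% in these data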;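 note: cells exposed to compound for 20 h before luminescence read; 0% = DMSO alone and 100% = MG132 at 30 µM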
Target sequence (P30291 whole entry K328M): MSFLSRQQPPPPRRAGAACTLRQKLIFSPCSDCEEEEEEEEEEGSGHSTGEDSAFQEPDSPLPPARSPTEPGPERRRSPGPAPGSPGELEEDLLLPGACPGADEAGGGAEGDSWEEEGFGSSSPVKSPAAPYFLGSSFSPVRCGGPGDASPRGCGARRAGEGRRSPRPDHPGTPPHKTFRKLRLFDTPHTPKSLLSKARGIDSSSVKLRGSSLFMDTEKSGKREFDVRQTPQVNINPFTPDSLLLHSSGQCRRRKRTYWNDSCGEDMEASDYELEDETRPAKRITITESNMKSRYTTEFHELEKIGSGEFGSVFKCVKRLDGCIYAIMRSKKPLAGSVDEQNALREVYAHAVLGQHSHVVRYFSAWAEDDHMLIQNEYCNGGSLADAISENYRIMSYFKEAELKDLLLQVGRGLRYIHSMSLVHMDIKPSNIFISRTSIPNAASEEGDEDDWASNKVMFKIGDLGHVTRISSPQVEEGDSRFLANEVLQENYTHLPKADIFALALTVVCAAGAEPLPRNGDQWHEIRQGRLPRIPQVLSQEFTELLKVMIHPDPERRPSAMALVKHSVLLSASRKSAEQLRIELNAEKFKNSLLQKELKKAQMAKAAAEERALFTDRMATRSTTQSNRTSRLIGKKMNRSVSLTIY
PERK inh: inhibitors of human PERK kinase. 0.17% of 220,000 active. CHO PERK-DD fusion, SEAP luminescence translation reporter. inhibition, % at 5.6 µM. AID 1416. Q9NZJ5;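 active = inhibition above the mean inhibition of all tested compounds plus 3 SD, set separately per screening campaign, cut at about 2.9% in these data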;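 note: PERK kinase domain activated by AP20187 dimerizer at 100 nM; 0% = DMSO with dimerizer and 100% = rapamycin at 8.4 µM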
Cl transport mod: modulators of human KCC2 chloride dependent transport; KCC2 cells, thallium flux FluoZin-2 fluorescence; Q9H2X9; B-score of Tl+ flux slope (higher = more flux/activation; lower = inhibition) at 10 µM; 2.2% of 190,000 active; AID 1456;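 active = thallium flux slope and its plate-corrected score both differing from the plate sample mean at a set confidence after two filtering rounds, in either direction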;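 note: slope of fluorescence scaled to starting intensity during 10 to 20 s after thallium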
p97 inhibitor: blocks human p97 ATPase activity. recombinant p97 ATPase, Kinase-Glo ATP luminescence, 3 h. inhibition, % at 8 µM. 0.42% of 220,000 active; in the data active = inhibition above about 15%;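 note: 0% = DMSO vehicle and 100% = wells lacking enzyme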
KLK5 inh: inhibitors of human kallikrein 5; recombinant hK5, fluorogenic AMC substrate cleavage; inhibition, % at 5 µM; 0.59% of 210,000 active; AID 873;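 active = inhibition of 40% or more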;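 note: 0% = enzyme controls without compound and 100% = no-enzyme blanks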
Target sequence (Q9Y337 67-293 limits assumed): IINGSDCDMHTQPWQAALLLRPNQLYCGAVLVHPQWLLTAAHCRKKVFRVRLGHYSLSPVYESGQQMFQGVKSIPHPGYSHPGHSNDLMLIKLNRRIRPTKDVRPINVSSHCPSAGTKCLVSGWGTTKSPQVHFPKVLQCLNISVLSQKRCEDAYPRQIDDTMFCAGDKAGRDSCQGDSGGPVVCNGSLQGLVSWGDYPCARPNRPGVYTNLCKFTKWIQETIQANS
thrombin 1536: thrombin (human) inhibition; P00734; alpha-thrombin, Boc-VPR-AMC fluorogenic substrate cleavage; inhibition, % at 5 µM; 0.26% of 220,000 active;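 active = inhibition at or above 40%; inactive = inhibition below 40%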;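 note: 0% = enzyme with no compound and 100% = wells without enzyme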
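System: Human alpha-thrombin protein | Medium: pH 7.5 Tris (50 mM) with NaCl 150 mM, Tween 20 0.05% | Times: Enzyme reaction carried out at room temperature | Detection: AMC fluorescence, 355/460 nm | Evaluation: Percent inhibition scaled between no-compound controls and no-enzyme blanks | Benchmarks: Enzyme without compound as high, wells lacking enzyme as low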
Furin inh: inhibitors of human furin; P09958; purified furin, fluorogenic substrate cleavage; inhibition, % at 30 µM; 0.061% of 220,000 active; AID 463115; in the data active = inhibition above about 25%; note: inactives centre near -15
An asterisk follows results filed as active; / = not tested or not shown; [ ] = another dose, or the depositor's remark.

SMILES	FXIIa inh 1536	FXIa inh	Wee1 degr inh	PERK inh	Cl transport mod	p97 inhibitor	KLK5 inh	thrombin 1536	Furin inh
CCOC(=O)C1=C(CC)OC(N)=C(C#N)C1c1cccs1 (centres undefined)	18	5	-1	2.9	-1.7	0	-9	3	-13[20 µM]
CC(C)CCn1c(=O)[nH]c2ccccc21	6	1	0	0.4	-0.57	-1	-1	-1	-13
CC1(C)Cc2ccccc2C(NNC(=O)c2ccccc2)=N1	3	3	-2	1.1	-0.066	6	-2	0	-32
CC(C)(C)C(=O)NC(n1cnc2c(N3CCOCC3)ncnc21)C(Cl)(Cl)Cl (centres undefined)	1	-6	1	-0.7	-1.5	-8	3	-15	-2
NS(=O)(=O)c1ccc(CCNC(=O)C2CCN(S(=O)(=O)c3cnc[nH]3)CC2)cc1	16	16	-4	-0.8	-0.42	7	-25	-8	1[20 µM]
CC(C)(C)NC(=O)COC(=O)c1ccccc1C(=O)c1ccccc1	/	-7	-2	-1.3	-2	1	-7	-9	-9
O=C(c1ccco1)N1CCN(C(c2ccccc2)c2nnnn2Cc2cccs2)CC1 (centres undefined)	14	-1	2	-1.2	0.044	1	-15	-11	-29
CC1(C)CNC(=O)c2sc(NC(=O)c3ccccc3Cl)nc2C1	6	-1	0	0.2	-1.5	7	3	-1	-15
N#CCCn1cc(C=C(C#N)C#N)c(-c2ccc(Cl)cc2)n1	7	3	7	0.8	-0.43	7	/	2	-5
COc1cc2c(cc1N/C=C(\C#N)c1nc(-c3ccccc3)cs1)oc1ccccc12	6	-4	2	0.2	-1.2	4	-17	3	-18
Cc1cc(Nc2ccccc2O)c2ccccc2n1	12	3	-1	0.9	-0.69	8	3	-5	-6
CC(C)Oc1ccc(CNC(=O)CC(c2ccccc2)c2cc(Cl)ccc2O)cc1 (centres undefined)	10	4	-1	-1.3	/	-2	-4	4	-10[20 µM]
Cc1onc(-c2c(Cl)cccc2Cl)c1C(=O)NCc1ccco1	19	16	-2	-1.3	/	-3	18	5	-19
COc1ccc(-c2cc(C(F)(F)F)n3ncc(C(=O)O)c3n2)cc1OC	16	1	0	1.0	0.33	6	2	4	-11
CC(Sc1nc(O)c(-c2ccccc2)c(=O)[nH]1)C(=O)Nc1ccc(Cl)cc1 (centres undefined)	2	-5	-1	-0.8	0.095	5	-8	1	-27
Cc1c(C2=CCN(S(=O)(=O)c3ccc(Br)cc3)CC2)c2ccccc2n1C	9	-2	-1	0.7	0.81	3	-23	-2	-12
COc1cc(C(CCN2CCCC2)c2c(OC)cc(OC)c3c(-c4ccccc4)cc(=O)oc23)cc(OC)c1OC (centres undefined)	3	-3	/	/	-0.99	/	-2	-8	-13
N#Cc1ccccc1Cn1c(=O)n(CCC(=O)NCc2ccco2)c(=O)c2ccccc21	10	2	-1	-0.8	0.29	0	-12	-3	-19
COC(=O)c1ccccc1NC(=O)CN(Cc1ccccc1)S(C)(=O)=O	-15	24	4	-1.9	/	-9	-16	-6	-7[20 µM]
CNC(=O)/C(C#N)=C/c1c(F)cccc1Cl	14	10	2	1.2	0.48	4	-6	-6	12
CCC(=O)c1ccc(OCC(=O)NCC2(N3CCCCC3)CCCCC2)cc1	4	1	-3	0.0	0.21	3	-6	-1	-18
COc1ccc(/C(N)=N/OC(=O)c2cccc([N+](=O)[O-])c2)cc1	14	-5	-2	0.2	0.024	-3	-5	2	-11[20 µM]
CCOC(=O)CN1C=C(c2ccc3ccccc3n2)C(C[N+](=O)[O-])c2ccccc21 (centres undefined)	8	10	-2	-1.4	-1.9	-5	-17	6	-10[20 µM]
O=C(CCN1C(=O)/C(=C/c2ccccc2)SC1=S)NNC(=O)c1cccnc1	9	2	2	1.0	-0.083	6	-1	-9	-22

Two of the compounds above, with values under each structure.
Each structure is followed by: FXIIa inh 1536, FXIa inh, Wee1 degr inh, PERK inh, Cl transport mod, p97 inhibitor, KLK5 inh, thrombin 1536, Furin inh
CC(C)Oc1ccc(CNC(=O)CC(c2ccccc2)c2cc(Cl)ccc2O)cc1 (centres undefined)
    10, 4, -1, -1.3, /, -2, -4, 4, -10[20 µM]
Cc1onc(-c2c(Cl)cccc2Cl)c1C(=O)NCc1ccco1
    19, 16, -2, -1.3, /, -3, 18, 5, -19

Following part.
SMILES	FXIIa inh 1536	FXIa inh	Wee1 degr inh	PERK inh	Cl transport mod	p97 inhibitor	KLK5 inh	thrombin 1536	Furin inh
CCOC1(c2ccccc2)CC1C(=O)N/N=C/c1cccc([N+](=O)[O-])c1 (centres undefined)	6	-2	0	-1.2	0.62	-7	-2	0	-17
O=C(COC(=O)Cc1c[nH]c2ccccc12)NC1CCCCC1	20	5	-1	-0.3	-0.73	-9	26	-7	-6
Cc1ccc2cc(CN(C(=O)c3ccco3)c3ccccc3)c(=O)[nH]c2c1	10	1	-1	-0.6	-0.055	4	11	3	-18
COc1cccc(C2C(C#N)=C(N)Oc3cc(C)n(Cc4ccco4)c(=O)c32)c1 (centres undefined)	-2	-7	-1	0.8	-0.81	1	-28	-1	-15
O=C(Nc1cccnc1)c1cccc(S(=O)(=O)N2CCc3ccccc32)c1	6	-1	-2	-0.1	0.16	2	0	0	-17
COCc1cc(C)nc(N2CCN(c3ccccc3)CC2)c1C#N	20	23	0	-1.1	-1.1	-2	5	1	1
Cc1ccc2c(c1)CC1(CN2C)C(=O)OC2(CCCCC2)OC1=O	14	15	-1	0.5	-0.21	0	-20	61*	-6[20 µM]
CCOc1ccc(NC(=O)C(=O)N/N=C\c2ccc(CNS(=O)(=O)c3ccccc3)o2)cc1	10	4	2	0.6	-0.062	5	2	-9	-20
CN(C)CCNC(=O)c1cc2sc3ccccc3c2s1	7	-1	2	-0.4	0.72	2	4	1	-8
COc1ccc(-c2noc(CSc3ccc(C)cc3)n2)cc1	21	6	14*	1.7	0.26	-2	55*	15	-11[20 µM]
Nc1cccc(-c2cn3cccnc3n2)c1	7	3	5	0.7	0.096	4	-2	/	-27
CCn1c(SCC(=O)NCc2ccc(C)cc2)nnc1-c1ccncc1	0	-8	-2	-1.0	/	0	0	-9	-12
O=C(C1CCN(Cc2nc(-c3ccc(Cl)cc3)no2)CC1)N1CCOCC1	3	-2	-3	-1.0	0.97	-7	-1	-6	-9
Cc1nn(Cc2ccc(Br)cc2)c(C)c1NC(=O)c1nn(C)cc1Cl	6	-2	5	-0.7	-0.029	0	-10	-3	-15[20 µM]
CC1(c2ccc(Cl)cc2)NC(=O)N(CC(=O)N2CCCC2)C1=O (centres undefined)	19	7	-1	-0.9	0.74	5	-23	4	-22
Cc1ccc2nc(SC(C(=O)c3ccccc3)c3ccccc3)nc(C)c2c1 (centres undefined)	1	6	-1	0.0	-0.0079	-1	-14	-8	-3
S=C(NCc1ccc(Cl)cc1)NCc1ccccn1	6	-5	1	1.0	-0.76	3	-3	2	-35
Cc1ccc(-c2csc3ncnc(Oc4cccc5ccc(C)nc45)c23)cc1	4	-2	-2	1.0	-0.52	5	-7	-6	-18
CCNC(=S)N/N=C(\C)c1cccc([N+](=O)[O-])c1	14	4	2	0.4	1.2	-1	-12	-8	-2
COc1ccc(OC)c(S(=O)(=O)NCC(=O)O)c1	4	-3	-3	0.8	0.01	-2	-1	-2	-27
CCn1cc(/C=N\NC(=O)c2csc3ccccc23)c(C)n1	4	8	0	0.7	0.73	-4	-12	-4	-7[20 µM]
N/C(=N\OC(=O)CCC1CCCC1)c1ccccc1	-4	-5	2	0.1	0.61	2	-18	0	-16
Cc1cccc(CSC2=NN3CCCC(=O)N=C3S2)c1	0	-8	-1	-0.6	-0.51	-6	-7	0	-5
CCOC(=O)c1c(C)c(C(=O)NC2CCCCCC2)c(C)n1C	13	9	-1	0.6	-0.057	1	5	2	-27
O=C(CCCN1C(=O)/C(=C/c2ccccc2Cl)SC1=S)NNC(=O)c1cccnc1	8	4	-1	-0.9	-4.9*	-6	2	-2	-1
Nc1nc(Nc2ccccc2F)nc(NCc2ccco2)c1[N+](=O)[O-]	9	1	1	-1.2	-1.1	5	1	-5	-15
COc1ccc(-n2c(C)cc(/C=N/Nc3nnc(C)n3N)c2C)cc1	7	4	1	-0.6	0.11	0	-22	-3	-11
Cc1c(NC(=O)COC(=O)C2(c3ccc(F)cc3)CCCC2)c(=O)n(-c2ccccc2)n1C	/	-1	5	-0.8	1.4	1	3	-5	-26
COc1ccc(NS(=O)(=O)c2cccc(NC(=O)c3ccc(Cl)nc3)c2)cc1	15	10	-5	-0.3	0.2	-1	11	9	-11
CCC(C)C(=O)Nn1c(C2CC2)nc2cc(OC)c(OC)cc2c1=O (centres undefined)	6	-2	-1	1.4	0.73	2	13	-4	-20
O=[N+]([O-])c1cc(S(=O)(=O)NC2=NCCCCC2)ccc1Cl	3	-1	-1	1.6	0.94	3	-3	/	-32
CCOC(=O)c1ccc(NC(=O)CSCc2ccco2)cc1	6	5	0	0.1	0.59	-1	-2	-1	-16[20 µM]
COc1ccc(/C=N/N=C(\N)c2nonc2N)cc1OC	3	-2	11*	1.1	0.93	3	-3	-5	-16
CCc1nnc(NC(=O)CCn2cnc3ccccc3c2=O)s1	11	0	2	0.6	0.8	1	13	0	-12
CC1(C)CC(=O)C/C(=N/Nc2nc3ccccc3s2)C1	13	1	-1	-0.2	1.6	-2	8	0	-20
CC(C)C(NC(=O)CSCc1ccc([N+](=O)[O-])cc1)C(C)C	6	10	1	-0.4	-0.47	1	1	0	-12
NS(=O)(=O)c1ccc(NC(=O)CN2C(=O)C3C4C=CC(C4)C3C2=O)cc1 (centres undefined)	8	-2	-2	0.8	-0.85	-1	-3	-6	-18
Cc1ccc(NC(=S)/C(=C(\[O-])c2ccc(F)cc2)[n+]2ccccc2)cc1	5	-1	-3	0.5	0.047	6	5	-14	-24
COCCn1nnnc1C(c1ccc(OC)c(OC)c1)N1CCN(c2nc3ccccc3s2)CC1 (centres undefined)	/	/	0	-1.6	/	-8	/	/	-8
CSc1nc(C)c(CCOCc2ccccc2)c(=O)[nH]1	13	4	0	-0.7	0.12	-1	-8	-1	-21[20 µM]
COc1ccc(C(=O)N=c2nc3ccccn3s2)cc1	8	2	2	0.8	-0.016	-5	3	1	-6
CCCc1cc(C(=O)Nc2nnc(C)s2)cs1	-7	-13	4	-0.3	0.25	-4	-4	-5	-7
Cc1cc(C)n2nc(C(=O)Nc3ccc4c(c3)OCO4)cc2n1	7	-4	0	0.0	/	0	-17	1	-14[20 µM]
CCOc1ccccc1N(CC(=O)NC(C)(C)C)C(=O)c1ccc(CN2CCOCC2)o1	2	-9	1	-0.2	-0.0055	1	-10	-5	-8
CC1=Nn2c(nnc2C2CCCCC2)SC1	10	-4	3	1.4	0.64	4	-18	-1	-25
CC(C)n1nc(C(=O)OCC(=O)N2CC(=O)Nc3ccccc32)c2ccccc2c1=O	5	-3	-2	0.0	-3	-3	-2	-10	-12
CN(CCc1ccccn1)C(=O)CCC1CCCN(C(=O)c2ccccn2)C1 (centres undefined)	5	-8	0	0.9	0.23	-3	-4	-8	-15
O=C(O)c1ccc2ncsc2c1	6	-8	-3	1.1	2.2	2	13	-1	-29
CSc1ccccc1C(=O)C1CCCN(C(=O)c2cc(C(C)C)no2)C1 (centres undefined)	12	0	1	0.2	-0.03	0	4	0	-21

Profiles, looked up by structure. Screens in order: FXIIa inh 1536, FXIa inh, Wee1 degr inh, PERK inh, Cl transport mod, p97 inhibitor, KLK5 inh, thrombin 1536, Furin inh
`CCOc1ccccc1N(CC(=O)NC(C)(C)C)C(=O)c1ccc(CN2CCOCC2)o1` is entered as 2, -9, 1, -0.2, -0.0055, 1, -10, -5, -8
`CSc1ccccc1C(=O)C1CCCN(C(=O)c2cc(C(C)C)no2)C1` (centres undefined) is entered as 12, 0, 1, 0.2, -0.03, 0, 4, 0, -21
`O=C(O)c1ccc2ncsc2c1` is entered as 6, -8, -3, 1.1, 2.2, 2, 13, -1, -29
`COc1ccc(C(=O)N=c2nc3ccccn3s2)cc1` is entered as 8, 2, 2, 0.8, -0.016, -5, 3, 1, -6

Source: PubChem BioAssay (several laboratories)
